RBBP9 inhibitor = human RBBP9 hydrolase inhibition | O75884 | recombinant RBBP9, FP-Rh probe fluorescence polarization | inhibition, % at 7.94 µM | 0.2% of 220,000 active;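 active means inhibition above the campaign mean of all tested compounds plus 3 SD, cut at about 14% in these data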;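 further: plate controls were DMSO wells with RBBP9 for no effect and wells lacking RBBP9 protein for full effect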
Target sequence (O75884 whole entry, looked up): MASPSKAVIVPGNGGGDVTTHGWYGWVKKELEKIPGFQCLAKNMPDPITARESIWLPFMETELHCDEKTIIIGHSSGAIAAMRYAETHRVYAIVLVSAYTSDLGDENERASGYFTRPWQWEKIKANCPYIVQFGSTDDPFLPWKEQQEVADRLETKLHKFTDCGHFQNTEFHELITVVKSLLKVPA
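Test system: recombinant human RBBP9. Quantity: 2.5 µM RBBP9 dispensing solution, before mixing. Detection: FP readout at 525/598 nm. Reagent: Serine-hydrolase probe FP-Rh, 375 nM pre-mixing. Measure: % inhibition. Control set: DMSO-treated enzyme wells and wells lacking RBBP9. Buffer or medium: Tris-NaCl-Pluronic buffer, pH 8.0. Times: preincubation 30 min plus labeling 45 min at 25 °C.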
EBV gp42 inh = inhibitors of Epstein-Barr virus glycoprotein 42. Q1HVG2. Fluorescence polarization binding assay, mP read-out. inhibition, % (tested at 21.74 µM). 0.42% of 220,000 active. AID 1085; in the data active means inhibition above about 50%
Target sequence (Q1HVG2 whole entry, looked up): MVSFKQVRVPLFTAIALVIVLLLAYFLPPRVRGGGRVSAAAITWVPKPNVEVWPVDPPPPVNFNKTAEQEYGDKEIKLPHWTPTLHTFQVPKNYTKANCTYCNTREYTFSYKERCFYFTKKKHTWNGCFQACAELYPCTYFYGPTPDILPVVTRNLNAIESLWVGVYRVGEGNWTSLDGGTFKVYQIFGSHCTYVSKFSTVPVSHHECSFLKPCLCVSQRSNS
m-calpain inh = inhibitors of pig calpain II. AID 1236. inhibition, % at 16 µM. purified calpain II, fluorogenic peptide substrate, 30 min. 0.37% of 220,000 active;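 active means inhibition above about 50%, limit read from the data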
Runt-SMMHC FRET = inhibitors of human RUNX1 Runt domain binding to CBFb-SMMHC | Q01196+Q13951 | Cerulean-Runt/Venus-CBFb-SMMHC FRET ratio 530/480, 1 h | inhibition, % at 20 µM | 0.74% of 220,000 active;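 active means mean inhibition across duplicate retests at 20 µM reaching about 50%, limit read from the data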;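 further: 0% = DMSO wells and 100% = wells with excess untagged CBFb-SMMHC; inhibitors lower the FRET ratio by blocking Runt binding to CBFb-SMMHC; some results filed as inactive read as strong as hits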
Target sequence (Q01196 whole entry, looked up, the tested form may be a part): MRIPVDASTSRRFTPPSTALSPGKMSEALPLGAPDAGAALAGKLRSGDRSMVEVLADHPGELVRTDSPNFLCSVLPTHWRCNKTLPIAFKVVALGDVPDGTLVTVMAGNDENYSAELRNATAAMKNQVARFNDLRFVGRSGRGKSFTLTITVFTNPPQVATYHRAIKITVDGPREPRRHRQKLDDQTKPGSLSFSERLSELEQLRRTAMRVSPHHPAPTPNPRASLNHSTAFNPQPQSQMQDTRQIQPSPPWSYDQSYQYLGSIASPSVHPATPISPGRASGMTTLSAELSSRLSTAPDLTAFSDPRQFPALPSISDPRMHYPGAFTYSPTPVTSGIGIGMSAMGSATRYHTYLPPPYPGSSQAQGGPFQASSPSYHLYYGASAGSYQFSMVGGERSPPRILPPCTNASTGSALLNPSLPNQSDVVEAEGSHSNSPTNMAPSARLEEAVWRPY
Target sequence (Q13951 whole entry, looked up, the tested form may be a part): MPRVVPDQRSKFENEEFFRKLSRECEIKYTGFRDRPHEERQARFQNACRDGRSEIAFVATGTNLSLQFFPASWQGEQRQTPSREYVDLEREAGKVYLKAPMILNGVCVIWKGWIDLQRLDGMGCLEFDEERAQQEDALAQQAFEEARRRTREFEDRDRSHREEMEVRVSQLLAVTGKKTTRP
Furin inh = blocks human furin protease activity; purified furin, fluorogenic substrate cleavage; inhibition, % at 30 µM; 0.061% of 220,000 active; in the data active means inhibition above about 25%; further: inactives centre near -15
Tb hexokinase = blocks Trypanosoma brucei hexokinase 1 activity; recombinant TbHK1, G6PDH-coupled NADH A340; inhibition, % at 10 µM; 0.11% of 220,000 active; AID 1430;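 active means inhibition of 50% or more in the single-dose primary screen; inactive means inhibition below 50%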
Runt-CBFb FRET = inhibitors of human RUNX1 Runt domain binding to CBFb. Cerulean-Runt/Venus-CBFb FRET ratio 530/480, 1 h. inhibition, % at 20 µM. 0.46% of 220,000 active. AID 1496;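 active means inhibition over about 50% at 20 µM in the single-dose screen, limit read from the data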;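 further: 0% = DMSO wells and 100% = excess unlabeled CBFb competitor control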
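Assay system: Cerulean-Runt domain fusion protein, energy donor; Signal: fluorescence energy transfer, 422 nm excitation, 530/480 nm emission; Timing: 1 h compound exposure, room temperature; Control set: unlabeled CBFb; Medium: Tris buffer pH 7.5 with salts and BSA; Compound: single test concentration of 20 µM, 1% DMSO final; Probe or stimulus: Venus-CBFb 100 nM.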
NCF1 inh = inhibitors of human p47phox binding; P14598; p47phox/p22phox peptide binding, fluorescence polarization, 2 h; inhibition, % at 24.7 µM; 0.53% of 220,000 active;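 active means inhibition above about 30%, limit read from the data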;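 further: 0% = p47phox with labelled peptide and 100% = labelled peptide alone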
p97 ATPase inh = inhibitors of human p97 ATPase; 0.42% of 220,000 active; P55072; inhibition, % at 8 µM; recombinant p97 ATPase, Kinase-Glo ATP luminescence, 3 h; in the data active means inhibition above about 15%;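 further: 0% = DMSO vehicle and 100% = wells lacking enzyme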
Numbers without * were called inactive; . = not tested or not shown; [ ] = another dose, or the depositor's remark.

A first look:
| RBBP9 inhibitor | EBV gp42 inh | m-calpain inh | Runt-SMMHC FRET | Furin inh | Tb hexokinase | Runt-CBFb FRET | NCF1 inh | p97 ATPase inh | SMILES |
| --- | --- | --- | --- | --- | --- | --- | --- | --- | --- |
| -8 | -15 | -5 | -6 | -20[20 µM] | 0 | -2 | 2 | 4 | COc1cc(NC(=O)c2ncn[nH]2)cc(OC)c1OC |
| -5 | -4 | 31 | -3 | -12 | 5 | 1 | -6 | -3 | CCOC(=O)c1cn2c(C)cccc2n1 |
| 4 | -2 | 21 | 3 | -26 | -7 | 1 | 5 | 1 | CC(C)=C(NC(=O)c1ccco1)C(=O)NCCc1nc2ccccc2[nH]1 |
| -6 | 3 | 8 | 7 | -10 | 2 | 2 | -10 | -5 | Cc1nc(N2CCCC2)c2nnn(Cc3ccccc3Cl)c2n1 |

This part in full, from the first entry:
| RBBP9 inhibitor | EBV gp42 inh | m-calpain inh | Runt-SMMHC FRET | Furin inh | Tb hexokinase | Runt-CBFb FRET | NCF1 inh | p97 ATPase inh | SMILES |
| --- | --- | --- | --- | --- | --- | --- | --- | --- | --- |
| -8 | -15 | -5 | -6 | -20[20 µM] | 0 | -2 | 2 | 4 | COc1cc(NC(=O)c2ncn[nH]2)cc(OC)c1OC |
| -5 | -4 | 31 | -3 | -12 | 5 | 1 | -6 | -3 | CCOC(=O)c1cn2c(C)cccc2n1 |
| 4 | -2 | 21 | 3 | -26 | -7 | 1 | 5 | 1 | CC(C)=C(NC(=O)c1ccco1)C(=O)NCCc1nc2ccccc2[nH]1 |
| -6 | 3 | 8 | 7 | -10 | 2 | 2 | -10 | -5 | Cc1nc(N2CCCC2)c2nnn(Cc3ccccc3Cl)c2n1 |
| -5 | 4 | 44 | 0 | -18 | -4 | 3 | -2 | -3 | COc1ccccc1NC(=O)c1ccc(CS(=O)(=O)c2ccc(C)cc2)cc1 |
| -1 | -18 | 16 | -2 | -7 | 11 | -1 | 5 | -2 | CC(O)CNC(=S)Nc1ccccc1 (stereo not given) |
| -10 | 0 | -23 | 0 | -25 | 0 | 1 | -1 | -1 | CC(=O)Nc1c(C)ccc(CNC(=O)COc2ccc(F)cc2)c1C |
| 4 | -16 | -425 | 0 | -17[20 µM] | -17 | -4 | -11 | 3 | COc1ccc(OC)c(Nc2nc(C3CC3)nc3c2nnn3Cc2ccccc2)c1 |
| 4 | -22 | 14 | 2 | -27[20 µM] | -2 | 1 | -8 | 5 | Cn1ncc(C#N)c1NC(=O)c1nn2cccnc2c1Cl |
| 7 | -3 | -1 | -5 | -13[20 µM] | -21 | 1 | 8 | 5 | COC(=O)c1cc(Br)c(=O)n(-c2nccs2)c1 |
| -8 | 8 | -167 | -13 | -14 | -9 | -1 | -43 | 3 | Cc1[nH]n(-c2nc(-c3ccc(Cl)cc3)cs2)c(=O)c1N=Nc1ccc(O)cc1 |
| -7 | -12 | -6 | 2 | -19[20 µM] | 4 | -1 | -6 | -7 | COc1ccc(CNCCNC(=O)c2nonc2N)cc1OC |
| -11 | -1 | 10 | 3 | -22 | 2 | 1 | 5 | 1 | CC(C)C(=O)Nc1nnc(SCC(=O)NC2CC2)s1 |
| -4 | -15 | -5 | 7 | -11 | 0 | 26 | 3 | 2 | COCc1cc(S(=O)c2ccc(Cl)cc2)nc(C)n1 (stereo not given) |
| -8 | 5 | 20 | 4 | -11 | -9 | 0 | 0 | -2 | CC1(C)C2CC=C(/C=N/NC(=O)c3ccc(O)cc3)C1C2 (stereo not given) |
| -2 | -5 | -49 | 1 | -19 | -4 | 0 | 3 | 2 | CCCN1C(=O)c2cc(C(=O)Nc3ccc(OC)c(OC)c3)ccc2C1Nc1ccc(OC)c(OC)c1 (stereo not given) |
| -4 | -15 | -20 | -8 | -19 | -5 | 2 | -12 | 1 | CC(=O)N1CCc2c(sc(NC(=O)c3ccc([N+](=O)[O-])o3)c2C#N)C1 |
| -10 | -18 | 2 | 0 | 9 | -62 | 0 | -11 | -2 | CN1CCN(c2ccccc2NC(=O)c2cc3c(s2)-c2ccccc2OC3)CC1 |
| -8 | 15 | 1 | -8 | -13 | -6 | -2 | -13 | -1 | O=C(O)c1ccc(Cn2nnc3sc4c(c3c2=O)CCCC4)cc1 |
| -13 | -1 | 21 | 9 | -2 | -16 | -3 | 1 | -3 | COc1cc(/C=C(\NC(=O)c2ccccc2)C(=O)NCC(=O)O)c([N+](=O)[O-])cc1OC |
| -2 | 12 | 7 | 2 | -16 | 3 | 0 | -3 | 2 | CC(C)(NO)/C(=N/O)c1ccc(Br)cc1 |
| -7 | 2 | -39 | -5 | -27 | -6 | -7 | -6 | 4 | Cc1ccnc(NS(=O)(=O)c2ccc(NC(=O)c3cc(-c4ccccc4)nc4ccccc34)cc2)n1 |
| -7 | 11 | 30 | 6 | -12 | 3 | 4 | 14 | -7 | Cc1ccc(CNC(=O)CSc2ccc(-c3ccccn3)nn2)cc1 |
| -1 | -22 | -45 | 12 | -15 | 22 | 0 | 1 | 5 | Cc1ccnc(N2CCC(C(=O)NCc3ccc4c(c3)OCO4)CC2)n1 |
| 8 | -15 | 17 | -5 | -16 | 3 | 0 | -1 | 2 | CCOC(=O)c1oc2ccc(S(=O)(=O)N3CCOCC3)cc2c1C |
| 2 | -6 | -16 | -2 | -10 | 1 | 8 | 0 | -1 | COCCn1c(SCC(=O)N2CCCC2)nnc1C(C)C |
| -10 | . | . | -8 | -243 | -29 | 0 | . | 1 | CC1CN(c2oc(-c3cccs3)nc2C#N)CC(C)O1 (stereo not given) |
| -2 | -11 | -14 | -7 | 5 | 37 | -2 | -14 | 4 | Cc1cc(OCc2nnc(SCC(=O)OC3CCCCC3)o2)ccc1Cl |
| -14 | -1 | -4 | 2 | -14 | -14 | 0 | -9 | -2 | O=C(NC(=S)Nc1ccccn1)c1cc(-c2ccccc2)nc2ccccc12 |
| -6 | -2 | 7 | -8 | -14 | 11 | 1 | -18 | 2 | c1nc(N2CCCCC2)c2[nH]cnc2n1 |
| -8 | 4 | 11 | -3 | -9 | 3 | -1 | -8 | 6 | c1ccc2[nH]c(CSc3nnc(-c4ccncc4)o3)nc2c1 |
| -7 | -8 | -26 | -1 | -10[20 µM] | -8 | 3 | -15 | 0 | CC(NC(=O)C1CCCN(S(=O)(=O)c2cccc3nonc23)C1)c1ccccc1 (stereo not given) |
| -2 | -1 | -42 | -1 | -20 | -9 | -1 | -4 | 1 | Cn1c(=O)c2c(SCC(=O)N3CCN(c4ccccc4)CC3)nc(C3CC3)nc2n(C)c1=O |
| -6 | -14 | -7 | -14 | -15 | -2 | -11 | -3 | 2 | COC(=O)CC1=NN(c2ccccc2)C(=O)/C1=C\c1ccc(OC)cc1 |
| 3 | -11 | -13 | 5 | -34 | -7 | 0 | . | 3 | COc1ccc(-c2nnc(SCC(=O)NCC3CCCO3)n2C)cc1 (stereo not given) |
| -11 | 10 | 0 | -4 | -20[20 µM] | -6 | 0 | -11 | 3 | O=C(CC1(O)C(=O)Nc2ccccc21)c1ccc(-n2cccc2)cc1 (stereo not given) |
| -6 | -14 | -87 | -3 | -17 | 10 | 0 | -14 | 8 | COc1cc(/C=C(/NC(C)=O)C(=O)O)cc(Cl)c1OCc1ccc(Br)cc1 |
| -2 | -18 | 16 | -6 | -15[20 µM] | 3 | -3 | 17 | -7 | CCc1ccc(C(=O)N2CCC(c3nc4ccccc4s3)CC2)cc1 |
| -1 | 98* | -8 | -1 | -24 | 3 | 2 | 11 | -3 | COc1ccc(CCN(Cc2nc3ccccc3c(=O)[nH]2)C(=O)c2ccco2)cc1OC |
| -9 | -1 | 3 | 4 | -18 | 6 | -1 | 1 | 1 | CC(C)C1C(C#N)=C(N)Oc2n[nH]c(-c3cccs3)c21 (stereo not given) |
| -8 | -9 | -10 | 0 | -6[20 µM] | -7 | -4 | -5 | 5 | COc1ccc(C2NCCn3cccc32)cc1 (stereo not given) |
| -9 | -7 | 6 | -2 | -33[20 µM] | -2 | 2 | 1 | -12 | COc1ccc(C(=O)Nn2c(SCC(=O)NCC3CCCO3)nc3ccccc3c2=O)cc1 (stereo not given) |
| -3 | -14 | -17 | -3 | -16 | 3 | 0 | -4 | 4 | NC(=O)COC(=O)c1c2c(nc3ccccc13)CCCC2 |
| 6 | -35 | 9 | 0 | -13 | -2 | 1 | -29 | 7 | CC(C)[C@H](NC(=O)c1ccccc1Cl)C(=O)OCc1cc([N+](=O)[O-])cc2c1OCOC2 |
| -2 | -14 | -37 | 5 | -29 | 0 | 12 | -5 | 4 | O=C(CSc1ccc(-c2ccco2)nn1)Nc1ccccc1 |
| 3 | -9 | -185 | -5 | -19 | -6 | -3 | -2 | 0 | CCC(=O)N(Cc1cc2cc(OC)ccc2[nH]c1=O)c1cc(C)ccc1C |
| -7 | -7 | 3 | -3 | -18 | -9 | 0 | 5 | -2 | Cc1nn(C)c(C(=O)Nc2cccc(CN3CCOCC3)c2)c1Br |
| 5 | . | . | . | -15[20 µM] | 6 | . | . | 7 | O=C(c1cccc2ccccc12)n1nnc2ccccc21 |
| . | -9 | 14 | 21 | -16 | -10 | 1 | -20 | . | Cc1nc(NC(=O)c2ccccc2)sc1C1(C)CC(c2ccccc2F)=NO1 (stereo not given) |
| -1 | -5 | 19 | -15 | -8 | -26 | 0 | -11 | 0 | O=c1c(=O)n(O)c2ccccc2n1O |

More entries follow:
| RBBP9 inhibitor | EBV gp42 inh | m-calpain inh | Runt-SMMHC FRET | Furin inh | Tb hexokinase | Runt-CBFb FRET | NCF1 inh | p97 ATPase inh | SMILES |
| --- | --- | --- | --- | --- | --- | --- | --- | --- | --- |
| -4 | -10 | 5 | 3 | -24 | -7 | 0 | -7 | 2 | Cc1cccc(CSc2nnc(-c3cnccn3)n2C)c1 |
| -3 | -11 | 22 | -8 | -9 | -15 | -1 | -9 | -1 | COc1ccc(/C=C(/C(=O)Nc2ccccc2C(=O)N2CCCC2)c2ccccc2)cc1 |
| -1 | -21 | 24 | 2 | -29[20 µM] | 4 | 4 | -9 | 5 | COC(=O)c1cc2oc(C)cc2n1CC(=O)N(C)c1ccccc1 |
| -9 | 9 | -5 | 2 | -22 | 1 | -2 | -4 | -2 | CCOc1cc(C(=O)NC(C)Cc2cccs2)cc(OCC)c1OCC (stereo not given) |
| -8 | -20 | -8 | -1 | -28 | -1 | 2 | -5 | 4 | CC(C)NC(=O)c1ccc2c(=O)n(C3CCCC3)c(=S)[nH]c2c1 |
| -2 | 8 | -50 | -2 | -5 | -19 | 18 | -47 | 2 | Cc1nnc(-c2ccco2)c2cn(-c3cccc(Br)c3)nc12 |
| -11 | 3 | -352 | 4 | -32 | -24 | -2 | 0 | -11 | CCOC(=O)c1cccc(-n2c(-c3ccc(OC)cc3)nc3nc4ccccc4nc32)c1 |
| -4 | -15 | 10 | 0 | -3 | 4 | -6 | -9 | 1 | O=C(NCC1CCCO1)c1nn2c(c1Cl)NC(c1ccc(F)cc1)CC2C(F)(F)F (stereo not given) |
| -5 | 2 | -16 | 5 | -28 | 2 | 1 | -6 | 3 | CCOC(=O)c1ccc(NC(=O)Nc2cc(C)cc(C)n2)cc1 |
| -8 | 1 | 18 | 2 | 3 | 36 | 0 | -17 | 4 | O=C(Nc1ccccc1Br)C1CC(=O)N(c2ccc3c4c(cccc24)CC3)C1 (stereo not given) |
| -13 | -11 | 22 | -2 | -13 | -7 | 3 | -7 | -3 | O=C(O)c1cccc(COc2ccc3c(c2)CCC3)c1 |
| -15 | -34 | -5 | -22 | -6[20 µM] | -23 | -8 | 18 | -2 | C/C(=N\NC(=O)CSCc1ccc(Cl)cc1)c1ccc(NC(=O)c2ccccc2)cc1 |
